Bioassay records: PubChem BioAssay, National Center for Advancing Translational Sciences (NCATS)
Abeta yeast res – restores growth of yeast expressing A-beta42 peptide | yeast expressing A-beta42, growth rescue, OD600, 48 h; response scale: 0% DMSO, 100% iron-clioquinol control | AID 1347071 | Potency, µM (top dose mostly 46.1 µM), for the others: at the top dose growth rescue, usual class: activators | 410,000 tested, 0.063% active; also: potency is read from the fitted curve at half-maximal effect; nearly all actives have a fitted effect of over 55% in size
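Growth rescue measured by 600 nm absorbance after 48 h yeast culture at 30 C with compound. Values normalized between DMSO and an equimolar ferric chloride plus clioquinol control.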
WRN helicase inh – inhibitors of human WRN helicase | Q14191 | WRN helicase unwinding, fluorescent forked duplex, kinetic | Potency, µM (series often up to 114 µM), for inactives: top-dose activity change, negative = inhibition, actives largely listed as inhibitors | 360,000 tested, 0.46% active; also: potency is read from the fitted curve at half-maximal effect; % is scaled to controls: 0 for no effect and ±100 for the full control effect; nearly all actives have a fitted effect of over 55% in size
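Enzyme (20 nM final) and test compound sit together 15 min at room temperature before substrate addition. Substrate is a single-forked duplex oligonucleotide (100 nM) labelled with fluorophore and quencher, with 2 mM ATP; helicase unwinding raises red fluorescence, read kinetically.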
IL2 activator – activates IL-2 in a cell-based reporter assay; IL-2 activation reporter assay, cell-based qHTS; stimulated with anti-CD3/CD4/CD28 beads; in transgenic mouse T cells; activation, % (series mostly up to about 46 µM); 360,000 tested, 0.065% active; in the data active = activation above about 50%; inconclusive = mostly about 30% to 49%; also: 0% is about no effect
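EGFP and DsRed fluorescence is measured by plate cytometry in unstimulated transgenic mouse T cells exposed to compound for 60 minutes, then stimulated 18 hours at 37 degrees C with anti-CD3/anti-CD4 beads plus anti-CD28.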
EPAC1 ag – activates human EPAC1 exchange factor; EPAC1 agonist qHTS, biochemical assay; response scale: 100% = response to 6.5 mM cAMP; 360,000 tested, 0.073% active; O95398; Potency, µM (titrated, usually from 154 µM), without a hit: at the top dose activation, actives largely listed as activators; also: potency is read from the fitted curve at half-maximal effect; nearly all actives have a fitted effect of over 60% in size
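Fluorescent GDP-exchange assay: 100 nM EPAC1 with 250 nM Rap1B preloaded with BODIPY-GDP and 50 uM GDP; compounds tested as concentration series, 5 min at room temperature, then read every 5 min for 30 min (ex 480/em 540 nm); normalized to 6.5 mM cAMP.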
EPAC1 antag – antagonists of human EPAC1. EPAC1 GEF assay, Rap1b-BODIPY-GDP exchange fluorescence. Potency, µM (doses to about 115 µM), for inactives: top-dose activity change, negative = inhibition, actives largely listed as inhibitors. AID 720709. 360,000 tested, 0.14% active. O95398;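 also: potency is read from the fitted curve at half-maximal effect; plate controls were vehicle for no effect and positive control for full effect; nearly all actives have a fitted effect of over 50% in size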
PI5P4K alpha inh – inhibitors of human PI5P4K alpha | P48426 | 330,000 tested, 1.2% active | PI5P4Kalpha enzyme, ADP-Glo luminescence, 60 min; hits give low values | max response, %; active = max response of -50% or lower; inconclusive = between -30% and -50%; inactive = -30% or higher; also: value at the top dose of about 77 µM; % is scaled to controls: 0 for no effect and ±100 for the full control effect
Target sequence (P48426 whole entry, looked up): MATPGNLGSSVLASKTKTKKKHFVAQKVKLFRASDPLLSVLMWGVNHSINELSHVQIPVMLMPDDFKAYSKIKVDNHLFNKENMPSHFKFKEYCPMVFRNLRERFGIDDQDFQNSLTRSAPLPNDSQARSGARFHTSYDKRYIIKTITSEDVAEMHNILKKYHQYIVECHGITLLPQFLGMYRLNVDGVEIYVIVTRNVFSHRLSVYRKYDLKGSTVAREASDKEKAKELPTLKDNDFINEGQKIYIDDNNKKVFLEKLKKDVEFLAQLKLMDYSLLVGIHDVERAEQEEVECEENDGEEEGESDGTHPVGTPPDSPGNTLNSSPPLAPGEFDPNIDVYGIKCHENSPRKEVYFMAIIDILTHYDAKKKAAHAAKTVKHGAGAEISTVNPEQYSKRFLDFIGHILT
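Luminescence from ADP-Glo served as readout of PI5P4Kalpha activity in a qHTS format. Reaction: enzyme, substrate, compound, ATP at 5 microM final, 60 min at RT.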
FUS yeast rescue – rescues growth of FUS-expressing yeast | 390,000 tested, 0.24% active | S. cerevisiae FUS-expressing, growth rescue, OD600, 24 h | Potency, µM (doses to about 76.6 µM), without a hit: at the top dose growth rescue (activation), most hits filed as activators;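 also: potency is read from the fitted curve at half-maximal effect; plate controls were DMSO vehicle for no effect and reference control for full effect; nearly all actives have a fitted effect of over 55% in size; some results filed as inactive show a strong effect at the top dose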
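Restored growth of FUS-toxic S. cerevisiae, read as 600 nm absorbance after 24 h at 30C in galactose medium (starting OD 0.005). Controls CP55940 and DMSO.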
aSyn yeast inh – rescues yeast growth from alpha-synuclein toxicity; AID 652106; Yeast expressing alpha-synuclein, growth rescue, BacTiter-Glo, 24 h; Potency, µM (highest dose often 46.1 µM), inactives show at the top dose growth rescue (activation), actives largely listed as activators; 370,000 tested, 0.14% active; also: potency is read from the fitted curve at half-maximal effect; % of control where 0% means no effect; nearly all actives have a fitted effect of over 65% in size
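Galactose-induced alpha-syn yeast (OD600=0.02, raffinose-pregrown) + pinned cpd, 24 hr, 30 deg C; growth by BacTiter-Glo luminescence. Growth restoration scores as activation.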
PLK1 PBD block – PLK1 (human) polo-box domain binding inhibition; Plk1 PBD binding of FITC phosphopeptide, fluorescence polarization; AID 720504; 360,000 tested, 2.8% active; Potency, µM, for inactives: max response, negative = inhibition, hits mostly inhibitors; also: potency is read from the fitted curve at half-maximal effect; series mostly up to about 57 µM; % is scaled to controls: 0 for no effect and ±100 for the full control effect; nearly all actives have a fitted effect of over 65% in size
Target sequence (P53350 whole entry, looked up, the tested form may be a part): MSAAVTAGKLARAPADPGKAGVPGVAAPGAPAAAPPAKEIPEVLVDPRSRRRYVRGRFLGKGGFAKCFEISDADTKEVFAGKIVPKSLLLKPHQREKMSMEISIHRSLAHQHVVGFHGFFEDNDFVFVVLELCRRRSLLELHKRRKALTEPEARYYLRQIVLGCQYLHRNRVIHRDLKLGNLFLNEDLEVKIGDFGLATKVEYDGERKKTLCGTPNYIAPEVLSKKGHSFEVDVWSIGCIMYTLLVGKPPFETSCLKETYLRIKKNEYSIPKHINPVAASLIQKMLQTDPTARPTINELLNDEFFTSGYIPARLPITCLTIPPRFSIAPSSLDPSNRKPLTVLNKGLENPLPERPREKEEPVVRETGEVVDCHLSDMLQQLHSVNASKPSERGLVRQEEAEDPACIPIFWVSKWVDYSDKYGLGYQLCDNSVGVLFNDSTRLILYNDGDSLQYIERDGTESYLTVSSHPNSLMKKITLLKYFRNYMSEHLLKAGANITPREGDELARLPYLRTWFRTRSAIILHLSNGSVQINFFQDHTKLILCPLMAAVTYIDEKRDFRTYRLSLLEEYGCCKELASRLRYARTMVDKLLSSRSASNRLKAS
* marks the source's active call; other numbers are inactive results; ? = inconclusive; · = no result given; [ ] = remark or other dose. Unless noted, calls follow the shape of the dose curve; as a rule, active = well fitted curve in the direction sought with a large enough effect; inconclusive = small, poorly fitted or top-dose-only effect, or another doubt; inactive = no such curve, though single readings can be large; an effect the other way counts as inactive or inconclusive.

SMILES	Abeta yeast res	WRN helicase inh	IL2 activator	EPAC1 ag	EPAC1 antag	PI5P4K alpha inh	FUS yeast rescue	aSyn yeast inh	PLK1 PBD block
COc1ccc(C(=O)N2CC(=O)Nc3ccc(C)cc3C2c2ccccc2)cc1 (stereo not drawn)	1.3%	0.1%	1.7	-7.3%	-15.3%	1.6	5.2%	9.6%	-1.5%
CCC(C)NC(=O)CC(NS(=O)(=O)c1ccc(C)cc1)c1ccc(OC)cc1 (stereo not drawn)	9.3%	5.8%	0.0	-8.2%	11.2%	-0.9	·	-7.4%	1.2%
CCCCNC(=O)NS(=O)(=O)c1cnccc1Sc1ccc(Cl)cc1	21.6%	0.9%	-0.2	8.5%	-3.0%	?	4.6%	4.5%	-20.1%
C=CCN1CCN(Cc2cnc(Cl)s2)CC1	7.9%	-0.8%	-1.9	8.0%	-0.5%	·	-0.4%	1.7%	-7.0%
C=CCN1C(=NC(=O)COc2ccccc2)SC2CS(=O)(=O)CC21 (stereo not drawn)	-3.7%	-2.0%	-3.2	11.4%	12.3%	4.1	0.3%	1.1%	-8.0%
CC1(C)CC(=O)C=C(NCCN2CCN(C(=S)Nc3ccccc3)CC2)C1	3.8%	1.7%	-1.7	-2.0%	9.3%	2.5	3.0%	10.0%	2.6%
CC(=O)N1N=C(c2ccc(Br)cc2)OC12CCCC2	-2.9%	4.1%	1.9	4.1%	16.6%	-3.9	-28.5%	0.1%	3.5%
c1ccc(CCNCc2ccco2)nc1	11.5%	-29.3%	-0.6	3.6%	0.0%	-7.7	1.6%	-6.3%	-3.4%
CC(C)(C)OC(=O)N1CCC(C(=O)O)CC1	-5.7%	5.7%	-2.4	14.9%	-12.0%	3.3	17.2%	-1.7%	-13.5%
N#Cc1ccccc1OCC(=O)OCC(=O)c1ccc[nH]1	-5.3%	-1.4%	-0.7	-4.8%	-12.2%	-11.5	2.6%	2.1%	-11.3%
O=[N+]([O-])c1ccc(N2CCCC2)c([N+](=O)[O-])c1	6.0%	-5.2%	-0.4	13.4%	-13.1%	-3.5	-5.0%	2.4%	8.5%
CC(=O)Nc1ccc(S(=O)(=O)Nc2nc3nc(-c4ccccc4)cc(-c4ccccc4)n3n2)cc1	-10.6%	-12.2%	2.2	-1.6%	-12.8%	4.8	8.9%	-8.6%	-24.4%
CN(C)CCNc1ncnc2c1ncn2[C@H]1CN(Cc2ccc(-c3ccccc3)cc2)C[C@@H](CO)O1	-0.1%	29.7%	-0.8	-16.0%	1.8%	-6.1	2.8%	13.0%	1.5%
COc1ccc(OC)c(Nc2c3ccccc3nc3ccccc23)c1	13.0%	?	-6.5	1.5%	-32.0%	4.4	7.6%	3.2%	-4.3%
COc1ccc(N(C)S(=O)(=O)c2cccc(C(=O)Nc3nc4ccccc4[nH]3)c2)cc1	-3.7%	-19.3%	0.5	9.1%	-2.7%	-9.6	28.1%	1.2%	2.7%
O=c1c2ccccc2nnn1COc1ccc(Cl)cc1Br	-15.4%	-11.2%	-1.1	6.5%	-15.9%	3.1	7.0%	0.6%	-6.0%
COCC(C)NC(=O)CCS(=O)(=O)c1nc(-c2ccc(OC)cc2)cc(C(F)(F)F)n1 (stereo not drawn)	5.6%	7.1%	-5.0	5.1%	-0.3%	0.1	·	4.1%	?
CC1CC(C)CN(S(=O)(=O)c2ccc3c(c2)oc(=O)n3CC(=O)NCc2cccnc2)C1 (stereo not drawn)	-2.7%	-14.4%	0.1	-12.2%	-4.0%	1.7	11.7%	5.3%	-0.1%
Cc1nc(CN2CCOCC2)cc(=O)[nH]1	7.9%	1.8%	-2.1	-0.1%	8.3%	2.6	10.0%	3.9%	-0.6%
CN1CCCC(OC(=O)CCCC(=O)OC2CCCN(C)C2)C1 (stereo not drawn)	-2.3%	5.0%	0.8	11.4%	-1.4%	-7.8	-3.6%	-0.3%	-0.4%
CCN(CC)c1ccc(C(=O)Nc2cccc(F)c2)cc1	-35.4%[inhibitor]	-6.2%	0.6	5.5%	-25.3%	10.6	8.7%	-2.7%	-1.1%
COC(=O)CNC(=O)Cn1c(=O)n(Cc2ccc(F)cc2)c(=O)c2sccc21	-0.9%	4.5%	1.7	7.5%	-6.4%	7.3	-22.1%	-6.4%	-10.3%
Cn1cc(Br)cc2nc(C(F)(F)F)nc1-2	-2.0%[9.22 µM]	-17.5%	-3.2	-1.0%	2.2%	-0.4	-44.7%	-2.2%	-5.6%
OCCN1CCN(c2ncnc3sc4c(c23)CCCC4)CC1	-12.3%	6.2%	-0.6	6.9%	-5.0%	0.7	-5.6%	4.8%	9.2%
C=CCn1cnc2sc(C(=O)Nc3ccccc3OC)c(C)c2c1=O	-7.4%	8.8%	0.4	-11.4%	-16.9%	-3.7	-25.2%	0.8%	2.7%
Cc1ccc(S(=O)(=O)N(C)C)cc1NC(=O)C(C)OC(=O)/C=C/c1cccs1 (stereo not drawn)	-6.4%	4.4%	0.0	-2.5%	2.9%	-3.2	19.3%	-1.3%	-4.9%
COC(=O)c1cc(=O)c2c(C)nc(C(Cl)(Cl)Cl)nc2[nH]1	-26.6%	-8.7%	1.0	16.7%	?	-21.1	-1.2%	-16.8%	-6.8%
COc1ccc2cc3cc(C(=O)NCCC(C)C)oc3nc2c1	-5.6%	-0.2%	-6.6	3.5%	0.6%	-8.3	19.9%	-2.9%	2.3%
CC(C)(C)S(=O)c1cccs1 (stereo not drawn)	10.8%	-3.8%	-1.8	7.1%	10.2%	·	-20.5%	-9.5%	-9.6%
CCOc1ccccc1OCCCC(=O)Nc1cc(S(=O)(=O)N2CCCCC2)ccc1C	0.1%	-3.4%	-1.4	10.9%	-4.6%	2.0	38.3%	-7.2%	-4.6%
COc1ccccc1CNc1nc2nc(C)cc(=O)n2[nH]1	7.5%	-6.9%	1.8	0.0%	0.0%	1.3	9.4%	4.9%	-3.8%
CSc1n[nH]c(NCc2cccs2)n1	-11.7%	-2.2%	1.2	3.8%	-0.4%	·	-0.4%	1.8%	-6.8%
CC(=O)Nc1cccc(NC(=O)C(F)(F)F)c1	-5.4%	-5.0%	1.6	-12.2%	7.4%	3.3	3.1%	-4.1%	-6.5%
O=C(Nc1cccc(C(F)(F)F)c1)c1cccnc1	0.0%	-3.0%	-2.7	11.0%	3.1%	·	6.1%	-5.3%	-9.1%
CCN1CCN(C(=O)N(c2ccccc2)c2ccccc2)CC1	-25.2%	-3.2%	0.2	14.8%	2.9%	4.2	33.8%	8.1%	-11.7%
COc1cccc(CNC(=O)Cn2nc(C)c([N+](=O)[O-])c2C)c1	-7.0%	-7.5%	0.0	2.0%	18.1%	7.3	1.7%	-2.5%	-5.4%
NS(=O)(=O)c1ccc(NC(=S)N2CCN(C(=O)C3CCCO3)CC2)cc1 (stereo not drawn)	10.5%	6.4%	-0.7	0.4%	7.7%	-5.2	8.9%	7.4%	10.6µM*
CCOC(=O)CSc1nc(NCc2ccco2)c2ccccc2n1	2.5%	2.3%	-2.0	15.5%	-8.8%	·	-7.7%	1.4%	-6.2%
Cc1cc(NS(=O)(=O)c2ccc(OCCNS(C)(=O)=O)cc2)no1	6.2%	-9.0%	0.7	6.5%	-2.6%	·	2.0%	-1.1%	-2.3%
COc1cc(/C=N/NC(=O)C2COc3ccccc3O2)cc(OC)c1OC (stereo not drawn)	17.1%	-0.6%	0.0	-2.5%	-21.3%	0.8	·	5.8%	-7.7%
COCCN(C(=O)CCC(=O)Nc1ccccn1)C(C(=O)NCCC(C)C)c1ccc(C)cc1 (stereo not drawn)	-1.9%	-6.6%	-1.4	2.4%	-0.3%	-5.9	15.7%	1.7%	-7.7%
CC(C)c1onc(C(=O)N2CCCCC2C)c1[N+](=O)[O-] (stereo not drawn)	-8.4%	-23.3%	-0.4	1.8%	-2.0%	-6.0	·	-0.4%	-9.8%
Cc1cccc(C(=O)OCC(=O)NCCNC(=O)COC(=O)c2cccc(C)c2C)c1C	-15.7%	-4.3%	-4.8	-9.4%	-8.4%	-7.3	·	8.8%	3.4%
O=C(O)CCSc1nnc(CNc2ccc(Cl)cc2)n1Cc1ccccc1	-12.2%	-9.7%	-4.4	-1.5%	-9.7%	2.2	29.3%	-6.2%	-7.3%

Another view of some results above.
The line under a structure holds: Abeta yeast res, WRN helicase inh, IL2 activator, EPAC1 ag, EPAC1 antag, PI5P4K alpha inh, FUS yeast rescue, aSyn yeast inh, PLK1 PBD block
> OCCN1CCN(c2ncnc3sc4c(c23)CCCC4)CC1
 : -12.3%, 6.2%, -0.6, 6.9%, -5.0%, 0.7, -5.6%, 4.8%, 9.2%
> COc1cccc(CNC(=O)Cn2nc(C)c([N+](=O)[O-])c2C)c1
 : -7.0%, -7.5%, 0.0, 2.0%, 18.1%, 7.3, 1.7%, -2.5%, -5.4%

Five successive entries already listed, quoted:
SMILES	Abeta yeast res	WRN helicase inh	IL2 activator	EPAC1 ag	EPAC1 antag	PI5P4K alpha inh	FUS yeast rescue	aSyn yeast inh	PLK1 PBD block
COc1cc(/C=N/NC(=O)C2COc3ccccc3O2)cc(OC)c1OC (stereo not drawn)	17.1%	-0.6%	0.0	-2.5%	-21.3%	0.8	·	5.8%	-7.7%
COCCN(C(=O)CCC(=O)Nc1ccccn1)C(C(=O)NCCC(C)C)c1ccc(C)cc1 (stereo not drawn)	-1.9%	-6.6%	-1.4	2.4%	-0.3%	-5.9	15.7%	1.7%	-7.7%
CC(C)c1onc(C(=O)N2CCCCC2C)c1[N+](=O)[O-] (stereo not drawn)	-8.4%	-23.3%	-0.4	1.8%	-2.0%	-6.0	·	-0.4%	-9.8%
Cc1cccc(C(=O)OCC(=O)NCCNC(=O)COC(=O)c2cccc(C)c2C)c1C	-15.7%	-4.3%	-4.8	-9.4%	-8.4%	-7.3	·	8.8%	3.4%
O=C(O)CCSc1nnc(CNc2ccc(Cl)cc2)n1Cc1ccccc1	-12.2%	-9.7%	-4.4	-1.5%	-9.7%	2.2	29.3%	-6.2%	-7.3%
